Compound activity from PubChem BioAssay.
EWS-Fli block – blocks EWS/Fli oncoprotein-driven transcription. 350,000 tested, 0.67% active. AID 651661. inhibition, % at 12.6 µM. A673 NR0B1-luciferase reporter, viability-normalised;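 active means mean inhibition of at least 50% after viability correction, with every replicate also passing that limit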;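 further: firefly luciferase signal divided by Alamar Blue viability fluorescence both relative to DMSO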
Xi reactivation – reactivates the inactive X chromosome in mouse fibroblasts | XiGFP mouse fibroblasts, % GFP-positive cells imaging, 3 d; cells co-treated with 5-aza-dC sensitizer; scaled so ellipticine positive control = 100% | activation, % at 7.58 µM | 360,000 tested, 0.055% active;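 active means mean normalized replicate activation at least 10% and every replicate at or above 10%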;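 further: 0% = median of on-plate neutral control wells and 100% = ellipticine 6 µM median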
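System: 68-5-11 XiGFP fibroblast line; Timing: 3 days compound exposure; Compound dosing: one concentration, pinned; Benchmarks: positive control ellipticine, 6 µM final; Buffer or medium: DMEM containing 5-aza-dC.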
ERp5 inh – blocks human ERp5 reductase activity on insulin. Q15084. ERp5 insulin aggregation, absorbance 650 nm, 90 min. inhibition, % at 9.99 µM. 350,000 tested, 0.05% active;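 active means mean replicate inhibition above about 25%, with every replicate also reaching it, limit read from the data, passing the limit was not always enough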
Target sequence (Q15084 whole entry, looked up): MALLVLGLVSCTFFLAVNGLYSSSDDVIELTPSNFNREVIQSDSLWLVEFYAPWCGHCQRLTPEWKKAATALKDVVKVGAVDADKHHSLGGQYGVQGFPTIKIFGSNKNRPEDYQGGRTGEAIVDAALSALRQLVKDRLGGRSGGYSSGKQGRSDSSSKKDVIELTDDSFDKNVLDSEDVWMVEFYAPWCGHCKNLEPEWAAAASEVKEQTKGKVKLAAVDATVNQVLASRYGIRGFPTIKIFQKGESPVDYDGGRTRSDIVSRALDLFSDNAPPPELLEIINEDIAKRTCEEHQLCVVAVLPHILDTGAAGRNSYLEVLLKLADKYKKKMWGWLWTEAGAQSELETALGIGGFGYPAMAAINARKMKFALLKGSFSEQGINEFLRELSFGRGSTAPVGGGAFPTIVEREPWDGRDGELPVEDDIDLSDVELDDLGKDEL
GSIS activator – primary screen for activators of insulin secretion dependent on glucose, INS-1E cells, GLuc reporter luminescence; INS-1E GLuc reporter insulin secretion, 2-3 h; activation, % at 16.6 µM; 370,000 tested, 0.61% active;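 active means lowest replicate activation of at least 40%, so every replicate reaches that level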;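 further: 0% = median of neutral control wells and 100% = median of IBMX positive control wells; some compounds called inactive have numbers as strong as hits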
PAX8 inh HTS – lowers PAX8-driven luciferase in RMG-I cells | RMG-I TPO-luciferase reporter, SteadyGlo, 24 h | inhibition, % at 12.6 µM | 360,000 tested, 1.2% active;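 active means mean replicate inhibition at least 60% with every replicate also reaching 60%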;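 further: luciferase light reporting Pax8 driven TPO promoter activity; plate controls were median of neutral control wells for no effect and mitoxantrone controls for full effect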
ARNT-TACC3 inh – disruptors of human ARNT/TACC3 interaction; Q9Y6A5; AlphaScreen His-ARNT PAS-B/GST-TACC3 binding, luminescence; TACC3 fragment carries E629A point mutation; inhibition, % at 9.99 µM; 390,000 tested, 0.66% active;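 active means mean inhibition of replicates at least 50% and at least half of replicates each reaching 50%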;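 further: 0% = complete ARNT plus TACC3 wells and 100% = ARNT alone without TACC3; many hits fall short of the cut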
DENV2 CPE – inhibitors of DENV2 cytopathic effect | DENV2-infected cells, cytopathic effect rescue, plate reader | CPE inhibition, % at 9.99 µM | 350,000 tested, 1.7% active | AID 651640; in the data active means CPE inhibition above about 20%, passing the limit was not always enough; tested in BHK-21 cells;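 further: 0% = median of neutral control wells and 100% = median of positive control wells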
CFTR F508del cor – CFTR F508del correction in bronchial cells | activity (quench increase), % at 7.58 µM | CFBE cells, YFP halide quenching; stimulated with forskolin plus potentiator P3; % fluorescence drop versus neutral controls | 350,000 tested, 0.36% active | AID 720511;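 active means mean added fluorescence quench of at least 8% versus neutral control, with both replicates also reaching 8%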;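 further: cells transiently co-express mutant CFTR-F508del with the halide-sensitive YFP; corrector assay measuring rescue of mutant channel to the surface after 24 h compound exposure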
Numbers without * were called inactive; x = not tested or not shown.

#1 CCN1C(=O)[C@H]2[C@@H](c3ccc(-c4cccc(Cl)c4)cc3)N[C@@](Cc3ccccc3)(C(=O)OC)[C@H]2C1=O
#2 Cc1sc2ncnc(SCC(=O)NC(C)(C)C)c2c1C
#3 O=C(N/N=C/c1ccccn1)c1ccc([N+](=O)[O-])cc1Cl
#4 CCCc1cc(C(=O)Nc2ccc(C(=O)c3ccccc3)cc2)n(C)n1
#5 O=C(O)c1ccccc1SCc1cn2cc(Cl)ccc2n1

Compound	1	2	3	4	5
EWS-Fli block	9	1	-12	17	-8
Xi reactivation	0.3	0.0	0.1	0.3	0.0
ERp5 inh	-2	-3	1	2	0
GSIS activator	x	-5	5	-21	40
PAX8 inh HTS	35	31	7	16	-8
ARNT-TACC3 inh	-2	-6	44	0	28
DENV2 CPE	-9	-5	-4	1	-7
CFTR F508del cor	5.4	-0.5	2.4	0.1	x

#6 CC[C@]12c3[nH]c4cc(-c5ccco5)ccc4c3CCN1C(=O)[C@@H](CC(=O)NCc1ccc(OC)c(OC)c1)C[C@@H]2C(=O)N1CCN(C(=O)c2ccco2)CC1
#7 COc1cc(C(O)c2nc(-c3cccc(C(C)C)c3)cs2)ccc1F (stereo not drawn)
#8 N#CCCN1CCN(S(=O)(=O)c2ccc3c(c2)CCC3)CC1
#9 O=C1CC2(CCN(C(=O)c3cccc(F)c3)CC2)Oc2ccccc21
#10 C[C@H](NC(=O)C[C@@H]1C[C@H]2c3cc(NC(=O)CC4CC4)ccc3O[C@H]2[C@@H](CO)O1)c1ccccc1

Compound	6	7	8	9	10
EWS-Fli block	13	3	-2	4	0
Xi reactivation	0.1	-0.1	0.1	0.1	0.2
ERp5 inh	0	3	1	10	3
GSIS activator	-3	-22	x	-11	-7
PAX8 inh HTS	10	6	-8	21	x
ARNT-TACC3 inh	6	x	x	-5	-8
DENV2 CPE	-6	19	4	0	3
CFTR F508del cor	1.2	0.0	3.0	1.1	0.6

#11 CC(C)c1ccc(S(=O)(=O)N2CCN(C(=O)c3ccc(N4CCCC4)c([N+](=O)[O-])c3)CC2)cc1
#12 C[C@@H]1CN([C@@H](C)CO)C(=O)c2cc(NS(=O)(=O)c3cn(C)cn3)ccc2O[C@@H](C)CCCCO[C@H]1CN(C)Cc1ccc(C(F)(F)F)cc1
#13 COc1ccc(C(=O)OCC(=O)NC(C)CCc2ccccc2)c(OC)c1 (stereo not drawn)
#14 COc1cccc(C(=O)NNC2OC(CO)C(O)C2O)c1 (stereo not drawn)
#15 C[C@@H]1CN([C@H](C)CO)C(=O)c2cccc(NC(=O)Nc3ccccc3)c2O[C@H]1CN(C)S(=O)(=O)c1cn(C)cn1

Compound	11	12	13	14	15
EWS-Fli block	11	5	8	-5	2
Xi reactivation	0.2	-0.6	0.5	0.1	-0.1
ERp5 inh	0	2	1	2	-4
GSIS activator	-15	-11	3	6	2
PAX8 inh HTS	-11	x	-10	-8	x
ARNT-TACC3 inh	10	4	-2	10	-2
DENV2 CPE	-10	-4	-3	3	0
CFTR F508del cor	-1.8	2.7	-1.3	-0.3	3.8

#16 N#Cc1cccnc1N1CCN(C(=O)c2[nH]c(C(F)(F)F)nc2-c2ccccc2)CC1
#17 COCCNC(=O)c1[nH]c(C(F)(F)F)nc1-c1ccccc1
#18 CCn1nc(C(=O)OCC(=O)c2ccc(F)cc2)c2ccccc2c1=O
#19 COc1ccccc1NCCC(=O)OCC(=O)Nc1cc([N+](=O)[O-])ccc1F
#20 O=c1[nH]c2ccccc2nc1-c1c[nH]c2ccccc12

Compound	16	17	18	19	20
EWS-Fli block	6	-2	-5	2	-16
Xi reactivation	0.0	0.1	-0.1	0.4	0.2
ERp5 inh	0	5	2	-1	1
GSIS activator	-4	x	20	5	-16
PAX8 inh HTS	0	-12	-1	x	-22
ARNT-TACC3 inh	x	x	9	37	12
DENV2 CPE	2	-8	x	-5	-2
CFTR F508del cor	-6.1	-2.1	-2.8	-1.9	3.3

#21 CCCC(=O)Nc1ccc2c(c1)C(=O)N(C)C[C@H](OC)[C@@H](C)CN(Cc1ccccc1)[C@H](C)CO2
#22 CNC[C@H]1Oc2c(NC(=O)C3CCOCC3)cccc2C(=O)N([C@@H](C)CO)C[C@H]1C
#23 Cc1nc(C)c(C(=O)N/N=C/c2cc(Br)ccc2O)s1
#24 O=C(Nc1ccc(F)cc1)N[C@@H]1CC[C@H](CCNS(=O)(=O)c2ccccc2F)O[C@@H]1CO
#25 CCCCNC(=O)COC(=O)c1cc(F)c(F)cc1Cl

Compound	21	22	23	24	25
EWS-Fli block	0	-5	21	-5	0
Xi reactivation	-0.1	-0.2	-0.2	-0.3	x
ERp5 inh	0	0	-5	9	-5
GSIS activator	-39	1	33	-12	7
PAX8 inh HTS	x	-5	67*	x	x
ARNT-TACC3 inh	-6	-13	1	3	-5
DENV2 CPE	5	0	10	19	4
CFTR F508del cor	-1.7	0.0	-0.8	0.5	-2.2

#26 O=C(NC1CCCC1)c1cccc(Cn2cc([N+](=O)[O-])cn2)c1
#27 CS(=O)(=O)N1CC(=O)N2[C@H](CO)[C@@H](c3ccc(C#CCC4CCCC4)cc3)[C@H]2C1
#28 O=C(CCN1C(=O)/C(=C/c2ccccc2Cl)SC1=S)NNC(=O)c1ccccc1O
#29 Cc1ccc(C)c(SCC(=O)OCC(=O)NCc2ccccc2)c1
#30 O=S(=O)(c1ccccc1)N1CCN(C(c2ccccc2)c2ccc(OC(F)(F)F)cc2)CC1 (stereo not drawn)

Compound	26	27	28	29	30
EWS-Fli block	-4	-2	0	-2	12
Xi reactivation	0.0	0.0	0.0	0.1	0.0
ERp5 inh	-3	-4	0	-3	5
GSIS activator	x	2	-8	0	-12
PAX8 inh HTS	7	10	-7	17	37
ARNT-TACC3 inh	-4	x	0	x	-4
DENV2 CPE	-11	0	0	10	20
CFTR F508del cor	-1.1	1.0	-0.4	4.9	-3.1

Part of the list above, bar-delimited.
cpd | compound | EWS-Fli block | Xi reactivation | ERp5 inh | GSIS activator | PAX8 inh HTS | ARNT-TACC3 inh | DENV2 CPE | CFTR F508del cor
27 | CS(=O)(=O)N1CC(=O)N2[C@H](CO)[C@@H](c3ccc(C#CCC4CCCC4)cc3)[C@H]2C1 | -2 | 0.0 | -4 | 2 | 10 | x | 0 | 1.0
28 | O=C(CCN1C(=O)/C(=C/c2ccccc2Cl)SC1=S)NNC(=O)c1ccccc1O | 0 | 0.0 | 0 | -8 | -7 | 0 | 0 | -0.4
29 | Cc1ccc(C)c(SCC(=O)OCC(=O)NCc2ccccc2)c1 | -2 | 0.1 | -3 | 0 | 17 | x | 10 | 4.9
30 | O=S(=O)(c1ccccc1)N1CCN(C(c2ccccc2)c2ccc(OC(F)(F)F)cc2)CC1 (stereo not drawn) | 12 | 0.0 | 5 | -12 | 37 | -4 | 20 | -3.1

New compounds follow
#31 COc1ccc2nc(Nc3nc(CSc4nc5ccccc5[nH]4)cc(=O)[nH]3)nc(C)c2c1
#32 Cc1cccc(C(=O)NCC(=O)OCC(=O)N2CC3(C)CC2CC(C)(C)C3)c1 (stereo not drawn)
#33 Cc1ccc(CC(=O)Nc2cccc(C#N)c2)cc1
#34 CN(C(=O)CSc1cc(C(=O)c2nccn2C)c2ccccc2n1)c1ccccc1
#35 CCOc1cc(N2CCOCC2)c(OCC)cc1NC(=O)c1ccc(OC(C)C)cc1

Compound	31	32	33	34	35
EWS-Fli block	x	7	x	12	1
Xi reactivation	0.0	-0.1	0.1	-0.2	0.3
ERp5 inh	1	4	x	-11	2
GSIS activator	-5	-4	4	-43	-7
PAX8 inh HTS	29	-2	-13	11	21
ARNT-TACC3 inh	-1	-20	-1	2	x
DENV2 CPE	3	-3	x	8	2
CFTR F508del cor	x	x	x	-0.6	5.5

#36 C[C@H](CO)N1C[C@H](C)[C@@H](CN(C)C)Oc2ccc(NS(=O)(=O)c3ccccc3)cc2CC1=O
#37 C[C@H](CO)N1C[C@H](C)[C@@H](CN(C)Cc2ccccc2)Oc2ccc(NC(=O)CCN3CCOCC3)cc2CC1=O
#38 C=CCn1c(SCc2cc(=O)n3ccsc3n2)nc2ccccc2c1=O
#39 C[C@@H]1CN([C@@H](C)CO)C(=O)c2cccc(NS(=O)(=O)c3cccs3)c2O[C@@H]1CN(C)CC1CCCCC1
#40 O=C(N=Nc1ccc(NOC(=O)c2ccccc2Br)cc1)c1ccccc1O

Compound	36	37	38	39	40
EWS-Fli block	-3	-5	2	-2	-15
Xi reactivation	0.0	-0.3	0.0	-1.0	0.0
ERp5 inh	-2	4	3	4	-7
GSIS activator	-2	10	7	0	-1
PAX8 inh HTS	8	-1	4	1	10
ARNT-TACC3 inh	-18	1	2	2	x
DENV2 CPE	-3	-1	x	11	-2
CFTR F508del cor	-1.0	-0.3	0.9	0.3	x

Whole records as entered above. Order of values: EWS-Fli block	Xi reactivation	ERp5 inh	GSIS activator	PAX8 inh HTS	ARNT-TACC3 inh	DENV2 CPE	CFTR F508del cor
CCOc1cc(N2CCOCC2)c(OCC)cc1NC(=O)c1ccc(OC(C)C)cc1 reads 1	0.3	2	-7	21	x	2	5.5
O=C1CC2(CCN(C(=O)c3cccc(F)c3)CC2)Oc2ccccc21 reads 4	0.1	10	-11	21	-5	0	1.1
CCCc1cc(C(=O)Nc2ccc(C(=O)c3ccccc3)cc2)n(C)n1 reads 17	0.3	2	-21	16	0	1	0.1

Further compounds
#41 Cc1cccc(NC(=O)CS(=O)CC(=O)Nc2cnc3ccccc3c2)c1C (stereo not drawn)
#42 CCOc1cc(NC(=O)C2CC2)c(OCC)cc1NC(=O)c1ccccc1OCC
#43 CCc1noc(C)c1C(=O)N1CCN(S(=O)(=O)c2ccc(C(C)C)cc2)CC1
#44 CCOc1ccc(CCNC(=O)C2=C(C)C(=O)OC23CCCCC3)cc1OCC
#45 CCOc1ccc(OCCC(=O)N(CCCOC)c2c(N)n(Cc3ccccc3)c(=O)[nH]c2=O)cc1

Compound	41	42	43	44	45
EWS-Fli block	6	9	11	-8	-7
Xi reactivation	0.0	0.2	0.1	0.0	0.0
ERp5 inh	-2	-2	-3	1	-11
GSIS activator	4	11	-18	-3	-4
PAX8 inh HTS	19	47	8	2	-4
ARNT-TACC3 inh	5	-1	-5	0	-4
DENV2 CPE	0	4	-5	11	-1
CFTR F508del cor	-1.1	2.5	0.8	-0.3	-2.4

#46 CCOC(=O)c1ccc(CSC(=N)N)o1
#47 CC(C)C[C@H](NC(=O)c1nc[nH]c1C(=O)NC(c1ccccc1)c1ccccc1)C(=O)OC(C)(C)C
#48 CSCCC(NS(=O)(=O)c1ccccc1F)C(=O)N1CC=C(c2ccccc2)CC1 (stereo not drawn)
#49 COc1cccc(NC(=O)[C@H](Cc2ccccc2)NC(=O)[C@@H]2Cc3ccccc3CN2)c1
#50 Cc1noc(C)c1C(=O)Nc1sc2c(c1C(N)=O)CCCCC2

Compound	46	47	48	49	50
EWS-Fli block	11	23	9	-12	-13
Xi reactivation	-0.1	-0.3	0.3	0.3	x
ERp5 inh	-1	2	2	16	-7
GSIS activator	2	x	-19	-21	-15
PAX8 inh HTS	-13	67*	-6	24	x
ARNT-TACC3 inh	-4	11	-7	3	-8
DENV2 CPE	-1	-5	0	1	x
CFTR F508del cor	6.3	-0.3	-0.8	-0.8	0.2

#51 COc1ccc(C(=O)Nc2cc(C)nn2-c2cccc(F)c2)cc1OC
#52 Cn1c(SCc2ccc(F)cc2)nnc1-c1cnccn1
#53 CCC(=O)N(C)C[C@@H]1Oc2ncc(-c3ccccc3OC)cc2C(=O)N([C@H](C)CO)C[C@@H]1C
#54 Cc1cccc(NC(=O)c2cnc3sccn3c2=O)c1

Compound	51	52	53	54
EWS-Fli block	16	-40	-8	-13
Xi reactivation	0.0	0.0	-0.7	0.0
ERp5 inh	2	x	-3	-3
GSIS activator	x	x	-1	x
PAX8 inh HTS	4	-6	x	-99
ARNT-TACC3 inh	16	0	-6	-6
DENV2 CPE	-3	-4	-3	-5
CFTR F508del cor	4.5	2.7	3.8	2.1

The order is random; any-hit rate near 4.2%.
